PP1 counter = PP1-alpha (human) inhibition in PP5 counter-screen | purified PP1alpha, OMFP fluorescence | inhibition, % at 6.7 µM | 0.9% of 320,000 active;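 active = inhibition above the mean inhibition of all tested compounds plus 3 SD, computed separately for each screening campaign, cut at about 15% in these data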
Target sequence (P62136 whole entry, looked up): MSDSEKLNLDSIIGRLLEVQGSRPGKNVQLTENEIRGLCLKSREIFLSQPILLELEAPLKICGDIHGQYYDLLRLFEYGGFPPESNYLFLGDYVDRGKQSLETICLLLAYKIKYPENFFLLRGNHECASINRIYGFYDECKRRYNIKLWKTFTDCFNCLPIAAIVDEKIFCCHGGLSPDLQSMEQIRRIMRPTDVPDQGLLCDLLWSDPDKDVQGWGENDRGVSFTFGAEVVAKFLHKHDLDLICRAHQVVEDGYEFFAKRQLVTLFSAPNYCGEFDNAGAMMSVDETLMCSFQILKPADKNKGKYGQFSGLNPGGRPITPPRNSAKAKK
JMJD2C inh = human JMJD2C demethylase inhibition | Q9H3R0 | GST-JMJD2C(1-420) H3K9me3 demethylation, DELFIA europium | inhibition, % at 2.35 µM | 0.069% of 330,000 active | AID 2099;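 active = more than half of a compound's replicate wells show inhibition beyond 50%, single wells judged on their own value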;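 also: signal counts dimethyl H3K9 product captured on neutravidin plate; 0% = median of DMSO wells and 100% = 0.3 times that DMSO median; strong numbers were not always called active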
GRK2 inh = blocks RNA aptamer binding to human GRK2. P25098. bead flow cytometry, FAM-aptamer displacement from GRK2. inhibition of aptamer binding, % at 10 µM. 0.59% of 330,000 active;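 active = inhibition of aptamer binding above 40%, roughly 3 SD of noise, on plates passing a quality check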;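 also: median bead fluorescence of bound FAM aptamer so fluorescent compounds give negative values; no value below 0 was filed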
PP5 primary = PP5 (human) phosphatase inhibition | purified PP5c, OMFP substrate fluorescence | inhibition, % at 6.7 µM | P53041 | 0.18% of 320,000 active;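 active = inhibition above the campaign's mean inhibition across all tested compounds plus 3 SD, cut at about 9.5% in these data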;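 also: 0% = DMSO only and 100% = 100 µM cantharidin control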
Target sequence (P53041 whole entry, looked up): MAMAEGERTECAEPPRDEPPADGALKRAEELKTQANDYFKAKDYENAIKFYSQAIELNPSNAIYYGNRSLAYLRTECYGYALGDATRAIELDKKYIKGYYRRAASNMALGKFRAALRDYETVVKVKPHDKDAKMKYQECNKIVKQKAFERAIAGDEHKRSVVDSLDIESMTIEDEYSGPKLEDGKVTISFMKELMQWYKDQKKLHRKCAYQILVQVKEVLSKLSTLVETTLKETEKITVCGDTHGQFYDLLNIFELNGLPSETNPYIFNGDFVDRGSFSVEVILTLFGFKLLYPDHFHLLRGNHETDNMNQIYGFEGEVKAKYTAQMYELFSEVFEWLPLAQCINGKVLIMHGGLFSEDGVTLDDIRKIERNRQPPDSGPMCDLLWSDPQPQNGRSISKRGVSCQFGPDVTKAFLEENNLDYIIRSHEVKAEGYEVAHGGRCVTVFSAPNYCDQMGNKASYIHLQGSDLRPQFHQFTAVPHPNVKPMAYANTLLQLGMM
VLA-4 inh = inhibition in a human VLA-4 binding assay. inhibition, % (about 7 µM as worked out from the volumes in the protocol). P13612. 0.2% of 330,000 active. VLA-4 expressing cells, ligand binding flow cytometry; in the data active = inhibition above about 50%
procasp7 counter = counter-screen for procaspase-3 activators: activators of human procaspase-7 | 0.093% of 330,000 active | recombinant procaspase-7, Ac-DEVD-pNA absorbance 405 nm; D23A/D198A/D206A triple mutant, cannot self-cleave; scale: DMSO 0, 5 µM enzyme 100 | activation, % at 8.5 µM | P55210;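 active = percent activation above the screen-wide mean plus 3 SD, cut at about 25% in these data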
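Material: Procaspase-7 triple mutant (PC-7 D3A) | Quantity: 2 µM procaspase-7 mutant as dispensed | Reagent: DEVD-pNA substrate | Times: 1 h preincubation, 2 h reaction | Technique: 405 nm absorbance of p-nitroaniline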
Fh CTSL1 inh = blocks F. hepatica cathepsin L1 in PFM18AAP counter-screen | recombinant F. hepatica cathepsin L1, Z-Leu-Arg-MCA fluorescence | inhibition, % at 5.96 µM | 0.49% of 300,000 active;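 active = inhibition above the mean of all tested compounds plus 3 SD, set per screening campaign, cut at about 17% in these data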;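 also: 0% = plate median of test compound wells and 100% = 1 µM Z-Phe-Ala-diazomethylketone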
HCV core dimer = blocks dimerization of HCV core protein. TR-FRET GST/Flag-core106 dimerization, 1536-well. inhibition, % at 5 µM. 0.33% of 300,000 active. AID 1899;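 active = inhibition above the mean of all tested compounds plus 3 SD, set per screening campaign, cut at about 45% in these data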
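System: GST/Flag-tagged HCV core106 proteins. Incubation: compound-protein-antibody incubation 4 h at 22.5 °C. Technique: HTRF with 340 nm excitation, 617/671 nm emission. Medium: KF-containing HEPES buffer, pH 7.45, DTT, CHAPS, BSA. Read-out: inhibition (%) from 671 over 617 nm ratio. Also added: Eu(K)-anti-GST 90 ng/mL plus XL665-anti-Flag 1 µg/mL.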
procasp3 activ = activators of human procaspase-3 | P42574 | recombinant procaspase-3 D3A, Ac-DEVD-pNA absorbance 405 nm | activation, % at 8.5 µM | 0.11% of 330,000 active | AID 463141;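 active = activation above the mean of all tested compounds plus 3 SD, cut at about 21% in these data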;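 also: 0% = DMSO alone and 100% = DMSO wells spiked with extra 5 µM PC-3 D3A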
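Assay system – Procaspase-3 D3A mutant, all three cleavage aspartates alanine · Controls – DMSO-only low control, 5 µM PC-3 D3A high control · Schedule – 1 h compound preincubation, 2 h substrate hydrolysis at 25 °C · Signal – 405 nm absorbance of p-nitroaniline, reads at 0 and 120 min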
* marks the source's active call; other numbers are inactive results; i = inactive; nt = not tested or not shown; & = joins results of further samples.

Results follow in this order: PP1 counter	JMJD2C inh	GRK2 inh	PP5 primary	VLA-4 inh	procasp7 counter	Fh CTSL1 inh	HCV core dimer	procasp3 activ
O=C(NCCCn1ccnc1)c1cc(S(=O)(=O)N2CCOCC2)c(Cl)cc1Cl
 : -6	9&7	0	1.4	13	-4	4	-8	-4
O=C(c1ccc2c(=O)n3c(nc2c1)CCCCC3)N1CCN(c2ccccc2)CC1
 : -5	1	0	0.7	27	5	-2	-1	-9
COc1ccc(NC(=O)CN2C(=O)NC(C)(c3ccc(C)cc3)C2=O)c([N+](=O)[O-])c1 (stereo not drawn)
 : -5	3	0	3.6	-40	-3	0	-3	4
COc1cc(CCC(=O)N2CCN(c3cccc(C)c3C)CC2)cc(OC)c1OC
 : -3	-2	4	0.8	10	1	-6	-1	8
COCCN1CCC(CNCc2c(C(=O)N3CCCCC3)nc3c(C)cccn23)C1 (stereo not drawn)
 : -1	-3	0	-0.5	-4	9	2	2	-5
O=C(Cc1csc(-c2ccccc2)n1)Nc1ccc(C(F)(F)F)cc1
 : 4	-1	0	4.6	-1	-8	0	-2	-1
O=C(NNC(=O)c1cccc(S(=O)(=O)Nc2ccc(Cl)cc2)c1)c1ccc(=O)[nH]c1
 : -1	3	2	1.9	5	4	nt	nt	7
Cc1ccc(C)c(OCCC(=O)OCC(=O)NC2CCCC2)c1
 : -7	-8	0	-0.4	-5	2	-14	0	-5
CC1(C)Cc2nc3sc4c(=O)n(CC(=O)NCc5ccco5)cnc4c3cc2CO1
 : -2	-3	2	0.2	-9	2	2	-6	5
Cc1ccn(CC(=O)N2CCCC(N3CCN(c4cccc(Cl)c4)CC3)C2)n1 (stereo not drawn)
 : 1	-14	0	1.1	4	-9	5	-3	-5
CCOc1ccccc1NC(=O)C(OC(=O)c1ccc(CC)cc1)c1ccccc1 (stereo not drawn)
 : 2	2	1	-0.8	-7	12	1	17	1
COc1ccc2[nH]c3c(=O)n(CCCC(=O)NC4CCC(C)CC4)c(=S)[nH]c3c2c1 (stereo not drawn)
 : 5	4	0	3.9	19	-2	-5	11	6
Cc1cc(C(=O)Nc2cccc3ccccc23)co1
 : 0	-2	0	0.8	9	-3	0	-2	-10
Cc1onc(-c2ccccc2)c1C(=O)Nc1ccc(S(=O)(=O)N2CCCCC2)cc1
 : -2	0	8	4.5	13	-2	-6	6	2
Cc1cc(C)nc(NC2=NCC(=O)N2c2ccccc2)n1
 : -3	-14	0	-0.5	9	0	8	0	7
Cc1[nH]c(C)c(S(=O)(=O)Nc2ccc(F)cc2Cl)c1C(=O)N1CCCC1
 : 2	-2	1	2.4	28	-3	1	-13	8
NC(=O)C1Cc2ccccc2CN1C(=O)c1cc(C2CC2)nn1-c1ccccc1 (stereo not drawn)
 : nt	8	0	nt	-8	-2	nt	nt	-7
Cc1cccc(-c2cc(=O)c(C(=O)O)cn2-c2ccc(F)cc2F)c1
 : 3	-3	1	0.2	19	-3	-3	-1	13
COc1ccc2oc(C(=O)OCC(=O)Nc3ccccc3OC)c(C)c2c1
 : 3	1	0	0.0	-6	6	2	-6	-11
Cc1ccccc1NC(=S)NCCc1ccccn1
 : 3	-1	1	-0.8	3	4	1	-2	-1
CS(=O)(=O)c1ccc2nnn(OCC(=O)Nc3ccc(Br)cc3Br)c2c1
 : 2	5	1	2.9	2	12	-2	-6	-9
O=C(O)CC(CC(=O)Nc1ccc(C(=O)O)cc1)c1ccccc1 (stereo not drawn)
 : -6	-3	0	-1.7	20	19	-4	-6	7
O=C(N=C1SC2CS(=O)(=O)CC2N1c1ccc(Br)cc1Cl)C1CC1 (stereo not drawn)
 : 1	12	2	-1.7	4	4	-2	-5	12
Cc1ccccc1C(=O)Nc1c(C(=O)N2CCN(C)CC2)cnn1-c1ccccc1
 : 3	5	2	0.5	9	1	-1	-6	1
COc1cc(OC)c(OC)cc1/C=N/Nc1ncnc2c1[nH]c1ccc(C)cc12
 : -4	4	0	-0.3	-3	-3	1	3	-12
COc1ccc(OC)c(NC(=O)CCN2CCN(Cc3ccccc3)CC2)c1
 : -5	0	0	-0.4	-7	-1	-1	8	7
CCCCOc1ccc(N(CC(=O)NC2CCCC2)C(=O)CCC(=O)Nc2ccccn2)cc1
 : -1	-17&-3	0	2.8	-12	1	-4	5	-6
COc1ccc(Cc2nnc(NC(=O)c3cccs3)s2)cc1OC
 : 0	-16	0	-0.8	7	4	4	5	5
Cc1c(C(=O)N2CCCC2)sc(NC(=O)c2ccc(Cl)cc2)c1C#N
 : -8	3	1	0.4	-10	2	4	-2	2
COC(=O)CCCN=C1SCCN1Cc1ccccc1
 : -2	4	0	-0.4	3	6	3	-7	0
COc1cc(/C=C/CO)ccc1O[C@@H]1O[C@H](CO)[C@@H](O)[C@H](O)[C@H]1O
 : -3	28	0	3.1	0	-2	-1	-1	7
CCN(C(=O)CSc1nnc(SC)s1)c1c(N)n(Cc2ccccc2)c(=O)[nH]c1=O
 : -2	1	4	-0.8	19	5	nt	nt	-3
C=CCNC(=O)C(=O)N/N=C/c1ccco1
 : -7	52	0	1.2	5	-10	-3	-14	-2
CCOc1ccccc1C1CC(=O)Nc2cc3c(cc21)OCCO3 (stereo not drawn)
 : 1	9	0	2.8	0	-7	1	0	-1
Cc1cnc(C(=O)OCC(=O)N2c3ccccc3CC2C)cn1 (stereo not drawn)
 : -2	-2	0	-0.2	3	0	-8	3	1
O=C(O)CCC(=O)Nc1sc2c(c1C(=O)Nc1ccccc1)CCCCC2
 : -1	-5	2	0.8	-6	-19	6	22	-23
COc1ccc(CN2C(=O)NC3(CCOc4ccccc43)C2=O)cc1F (stereo not drawn)
 : -4	-12	2	-0.4	4	5	-4	-3	-11
COc1ccc(OC)c(NC(=O)C2CCN(S(C)(=O)=O)CC2)c1
 : -2	-11	0	2.5	1	-3	3	-1	10
CCOC(=O)C1CCCN(C(=O)c2ccc(Cl)c(S(=O)(=O)N3CCCCC3)c2)C1 (stereo not drawn)
 : -5	15	2	2.9	-2	11	1	1	-1
CC(C)N1C(=O)C(O)(C2COC(C)(C)CC2=O)c2ccccc21 (stereo not drawn)
 : 4	2	0	-1.3	3	12	3	-2	-1

Of the compounds above, these have bromine.
Results follow in this order: PP1 counter	JMJD2C inh	GRK2 inh	PP5 primary	VLA-4 inh	procasp7 counter	Fh CTSL1 inh	HCV core dimer	procasp3 activ
CS(=O)(=O)c1ccc2nnn(OCC(=O)Nc3ccc(Br)cc3Br)c2c1
 : 2	5	1	2.9	2	12	-2	-6	-9
O=C(N=C1SC2CS(=O)(=O)CC2N1c1ccc(Br)cc1Cl)C1CC1 (stereo not drawn)
 : 1	12	2	-1.7	4	4	-2	-5	12

Continued.
Results follow in this order: PP1 counter	JMJD2C inh	GRK2 inh	PP5 primary	VLA-4 inh	procasp7 counter	Fh CTSL1 inh	HCV core dimer	procasp3 activ
Cc1ccc(CCNC(=O)C2CCCN(S(=O)(=O)c3cnc[nH]3)C2)cc1 (stereo not drawn)
 : -1	-7	4	1.4	-10	3	3	2	5
Cc1cc(C)cc(OCC(O)CN2CCC(CN3C(=O)c4cccc5cccc(c45)C3=O)CC2)c1 (stereo not drawn)
 : 9	3	0	1.7	-26	2	3	-2	1
CC(=O)Nc1ccc(C(=O)OCC(=O)Nc2c(C)n(C)n(-c3ccccc3)c2=O)cc1
 : nt	10	0	nt	4	-9	nt	nt	-6
Cc1ccc(CNC(=O)c2sc3ccc(S(=O)(=O)N4CCCCC4)cc3c2N)cc1
 : 4	nt	5	2.9	35	8	0	21	2
CN(CCOc1ccccc1)S(=O)(=O)c1ccc2oc3ccccc3c2c1
 : 7	35	0	1.9	-1	-9	2	-4	4
Cc1cc(C(=O)NCc2ccccc2F)c2ccccc2n1
 : -5	9	1	4.1	0	-3	-1	11	-7
CCOC(=O)CCNC(=O)N1CCCC(N2CCN(c3ccc(OC)cc3)CC2)C1 (stereo not drawn)
 : -2	15	1	1.8	4	-12	0	-1	9
Cc1ccc(NC(=O)c2cnn(-c3ccccc3)c2C)cc1
 : -6	-7	nt	1.7	6	-4	-2	5	-4
CCOc1ccc(C(=O)C(C)=O)c(OCC)c1
 : -4	-2	0	3.4	7	0	3	-4	-1
Fc1ccc(-c2n[nH]c(=S)n2/N=C/c2c[nH]c3ccccc23)cc1
 : -4	-11	0	4.6	-4	5	2	3	-5
O=c1cc(O)c(-c2ccccc2Cl)c(Cl)[nH]1
 : 7	-2	0	-1.3	4	5	0	6	-4
Cc1ccc(-n2nc(CC#N)c(C#N)c2N)cc1
 : -7	3	2	-3.7	-20	-2	-1	-13	-6
CC1(c2ccc(Cl)cc2)NC(=O)N(CC(=O)N2CCN(S(=O)(=O)c3ccccc3)CC2)C1=O (stereo not drawn)
 : 0	3	2	2.2	0	-3	1	-2	7
O=C(Nc1ccc(N2CCOCC2)cc1)C1CCN(S(=O)(=O)c2ccc3c(c2)OCCO3)CC1
 : -1	-2	0	-0.9	i	-3	1	-2	10
CC(C)Oc1ccc(CNC(=O)c2cc(S(=O)(=O)N3CCOCC3)cn2C)cc1
 : -4	-26	1	0.7	-6	-7	-3	2	-5
COc1cc2ncnc(NCc3ccc(C)o3)c2cc1OC
 : -1	-3	1	0.9	1	-4	2	-3	-7
COc1cc(C2Nc3ccccc3NC3=C2C(=O)CC(C)(C)C3)cc(OC)c1OC (stereo not drawn)
 : 0	-8	0	1.6	1	7	6	-9	-4
CCN1C(=O)[C@H]2[C@@H](c3ccc(-c4ccc5c(c4)OCO5)cc3)N[C@@](Cc3ccccc3)(C(=O)OC)[C@H]2C1=O
 : nt	nt	0	nt	20	5	nt	nt	9
CN(/N=C/c1ccc([N+](=O)[O-])o1)c1ccccc1
 : -1	7	1	1.4	-1	-2	2	1	1
CCOC(=O)C1=CC[C@@H](c2cc3ccc(OC)cc3n2C)N(S(=O)(=O)c2ccc(C)cc2)[C@H]1C(=O)OCC
 : -7	8	4	-1.8	18	10	nt	nt	-1
CCN(CC)S(=O)(=O)c1ccc(/C=C/C(=O)OCC(=O)N(C(C)C)C(C)C)cc1
 : 0	-31	0	-2.8	-5	3	2	6	12
O=C(CNC(=O)c1ccc(S(=O)(=O)N2CCCC2)cc1)N/N=C/c1ccccc1
 : 0	45	0	-1.9	-22	-6	2	-8	8
O=C(OCC(=O)N1CCCCCC1)c1ccc(Cl)nc1
 : nt	6	18	nt	5	1	nt	nt	-4
Cc1cc(Br)ccc1SCC(=O)NNC(=O)c1ccco1
 : 0	8	1	2.8	7	-1	nt	nt	5
C#CCOCCOCCOCCNc1nc(N2CCN(C(=O)[C@H](CCCCN)n3cc([C@@H](N)C(C)CC)nn3)CC2)nc(N2CCN(C(=O)[C@H](CCCCN)n3cc([C@@H](N)CO)nn3)CC2)n1 (stereo partly drawn)
 : 14	10	0	3.1	-2	0	-4	8	0
COc1ccc(S(=O)(=O)N(CC(=O)NC2CC2)c2ccc(C)cc2)cc1OC
 : 4	-1	3	2.4	3	1	0	-1	4
CCOCCCNC(=O)N[C@H](C(=O)OC)C(C)CC (stereo partly drawn)
 : -5	nt	0	-0.6	4	19	2	-1	1
